Source: PubChem BioAssay (several laboratories)
ER stress rescue: protection against thapsigargin-triggered cell killing – 384-well, CSM14.1, ATP luminescence, primary screen (AID 1222); one-dose cellular ATP content (survival), % at 20 µM; EC50 in µM for titrated hits; CSM14.1 thapsigargin-induced death rescue, ATP luminescence; higher % means a stronger effect; 190,000 tested, under 10 active;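 active = EC50 below 50 µM in the dose-response confirmation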;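 also: death triggered by thapsigargin at about 15 µM added after 2 h compound pretreatment; cell ATP read after overnight thapsigargin exposure of roughly 18 to 22 hours; normalized against plate controls of thapsigargin alone and 5% DMSO vehicle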
TNAP activation fold: stimulation of alkaline phosphatase TNAP activity – biochemical, luminescent, no phosphate acceptor, uHTS, primary screen (AID 1001) | purified TNAP, luminescent activation assay, no phosphate acceptor; higher activation fold means a stronger effect | 0.03% of 200,000 active | one-dose activation fold at 20 µM; EC50 in µM for titrated hits; in the data active = activation fold from about 3, or a potency from the dose series; inactive = the rest, 99 in 100 with activation fold below about 1.6; also: many of its hits are not listed in these tables
NTR1 agonist: agonists of NTR1, primary screen, imaging, U2OS cells, beta-arrestin-GFP, high content (AID 493036); NTR1-U2OS beta-arrestin-GFP spot imaging, agonist mode; activation, % at 20 µM; 0.17% of 330,000 active;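 active = activation at or above 40% of the spot to cytoplasm intensity ratio, with at least 20 cells analyzed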;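 also: 0% = DMSO without peptide and 100% = 100 nM NTR1 peptide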
Target sequence (P30989 whole entry, looked up): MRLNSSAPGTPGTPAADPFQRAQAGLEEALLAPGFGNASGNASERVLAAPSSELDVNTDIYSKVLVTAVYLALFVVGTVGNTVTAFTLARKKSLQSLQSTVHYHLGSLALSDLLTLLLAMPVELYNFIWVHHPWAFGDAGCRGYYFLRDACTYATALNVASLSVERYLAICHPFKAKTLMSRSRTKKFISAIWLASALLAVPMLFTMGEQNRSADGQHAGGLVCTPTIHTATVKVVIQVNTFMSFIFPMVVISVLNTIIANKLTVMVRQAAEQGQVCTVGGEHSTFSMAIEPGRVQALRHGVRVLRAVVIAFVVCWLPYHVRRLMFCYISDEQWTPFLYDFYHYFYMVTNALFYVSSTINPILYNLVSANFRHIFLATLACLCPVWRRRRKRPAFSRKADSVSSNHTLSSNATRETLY
KOR beta-arrestin-1: kappa opioid receptor activators – cell-based, luminescence, uHTS, primary screen (AID 1777); KOR beta-arrestin recruitment, luminescence; higher % means a stronger effect; 0.02% of 280,000 active; one-dose activation, % at 10 µM; EC50 in µM for titrated hits; in the data active = activation above about 50%, passing the limit was not always enough; also: a part of the inactive calls stands beside numbers as strong as those of hits
Yfh1-depleted yeast: mitochondrial function rescue without frataxin homolog – Friedreich's ataxia, plus single-dose screen, dose response (AID 1465) | S. cerevisiae Yfh1-off respiration, WST-1 reduction, 72 h; higher fold induction means a stronger effect | fold induction at 50 µM; hits with a dose series show EC50 in µM | 0.074% of 220,000 active;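 active = fold induction of absorbance versus untreated yeast above a set limit, then at least 30% activation at any dose in follow-up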;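 also: activators that raise dye reduction in frataxin-depleted yeast; strong numbers were not always called active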
NOD1 NF-kB reporter: inhibition of NOD1-driven NF-kB reporter – cell-based, luminescence, uHTS, primary screen (AID 1578); NOD1-driven NF-kB luciferase reporter cells, luminescence; higher % means a stronger effect; 1% of 290,000 active; one-dose inhibition, % at 4 µM; EC50 in µM for titrated hits; in the data active = inhibition mostly above about 36%, no sharp cut-off; inactive = mostly below about 34%;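 also: HEK-293T reporter cells stimulated with the NOD1 agonist gamma-tri-DAP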
KOR beta-arrestin-2: KOR antagonists, beta-arrestin recruitment, cell-based, luminescence, uHTS (AID 1778) | KOR beta-arrestin recruitment, luminescence, antagonist mode; higher % means a stronger effect | one-dose inhibition, % at 10 µM; IC50 in µM for titrated hits | 0.091% of 290,000 active; also: strong numbers were not always called active
HEK293 NOD2/NF-kB: inhibition of NOD2-driven NF-kB reporter – cell-based, luminescence, uHTS, HEK293 (AID 1566) | HEK293 NOD2/NF-kB luciferase reporter, luminescence; higher % means a stronger effect | inhibition, % at 4 µM; hits with a dose series show EC50 in µM | 0.63% of 290,000 active; also: many of its hits are not listed in these tables
GPR55 activation: selective activators of receptor GPR55 – imaging, U2OS cells, beta-arrestin-GFP redistribution, primary screen (AID 1961); U2OS GPR55 beta-arrestin-GFP redistribution imaging; higher % means a stronger effect; one-dose activation, % at 10 µM; EC50 in µM for titrated hits; 0.048% of 290,000 active;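 active = activation above 40% with more than 50 cells counted in the well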;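 also: U2OS osteosarcoma cells stably expressing GPR55 and beta-arrestin-GFP; plate controls were DMSO negative control for no effect and LPI positive control for full effect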
NTR1 agonist cell count 20 µM: also measured in NTR1 agonist; calls as there; cell count; measured here: cell count, cytotoxicity flag
Numbers without * were called inactive; i = inactive; nt = not tested or not shown; [ ] = another dose, or the depositor's remark. Rule as the data show it, unless noted: active = inhibition above about 50%; inactive = the rest.

Every second line gives: NTR1 agonist | GPR55 activation | Yfh1-depleted yeast | NTR1 agonist cell count 20 µM | HEK293 NOD2/NF-kB | KOR beta-arrestin-1 | TNAP activation fold | NOD1 NF-kB reporter | KOR beta-arrestin-2 | ER stress rescue
- CC(=O)Oc1ccc(-c2cccc(C(=O)N(C)c3ccc(O)cc3)c2)cc1
    1.7 | 0.2% | i | 47 | 2% | -5.2% | 1.1 | 11% | 5% | 0.3%
- COc1cc2[nH]c(=O)n(Cc3ccc(C(=O)NCC4CCCO4)cc3)c(=O)c2cc1OC (configuration not stated)
    -0.5 | -0.2% | nt | 86 | -4% | 4.3% | 1 | -5% | -7% | -0.9%
- Cc1ccc(CNC(=O)C2CCN(S(=O)(=O)c3ccc4c(c3)CC(C)N4C(=O)C3CCC3)CC2)o1 (configuration not stated)
    -0.4 | 0.1% | nt | 49 | 4% | 0.5% | nt | -18% | -26% | nt
- Cn1c(SCC(=O)N2CCN(c3ccccc3)CC2)nnc1-c1cc2ccccc2o1
    1.5 | -0.1% | i | 48 | 13% | 7.4% | 0.9 | nt | -11% | -2.8%
- CSc1nc(NS(=O)(=O)c2ccc(F)cc2F)nn1C
    0.8 | -0.1% | nt | 46 | 5% | -4.9% | nt | -7% | 7% | nt
- CN1C(=O)c2ccccc2N(C)C1c1cccs1 (configuration not stated)
    4.2 | -0.3% | i | 60 | -8% | 1.0% | 1 | -23% | -27% | 1.7%
- CC1=CCC2C(=O)N(c3cccc(C(=O)N(C)C4CCCCC4)c3)C(=O)C2C1 (configuration not stated)
    -0.1 | 0.0% | i | 95 | 0% | 4.5% | 1.1 | -24% | 32% | -2.2%
- CCCNC(=O)c1ccc(CN2CCc3ccccc3C2)cc1
    0.4 | 0.1% | i | 44 | 7% | -4.0% | 1 | -3% | -80% | -0.6%
- CCOc1cccc(-c2nn3c(-c4cc(C)[nH]n4)nnc3s2)c1
    2.9 | -0.1% | i | 65 | 8% | -7.9% | 1.2 | 2% | -12% | 0.2%
- FC(F)(F)c1nnc2ccc(N3CCCC3)nn12
    3.1 | 0.3% | i | 59 | 2% | 4.2% | 1 | -26% | -36% | 1.0%
- Cc1ccc(NC(=O)CSc2ncnc3ccccc23)cc1S(=O)(=O)N1CCCCCC1
    6.8 | 0.2% | i | 81 | 40% | 4.0% | 1.1 | 32% | 31% | -0.4%
- CCS(=O)(=O)N1CCN(c2ccccn2)CC1
    0.1 | -0.1% | i | 105 | 2% | -2.9% | 1.2 | 2% | 19% | -0.9%
- c1ccc2c(Nc3ccc4c(c3)OCCO4)c3c(nc2c1)CCCC3
    4.0 | -0.1% | i | 82 | -57% | 5.3% | 1.1 | -18% | -64% | -1.8%
- Cc1cc(-c2nnc(SCC(=O)Nc3ccc(C)c(C)c3)n2N)n[nH]1
    1.7 | 0.3% | nt | 69 | 8% | -5.4% | nt | -8% | 36% | nt
- O=C(COC(=O)/C=C/c1cccc(Cl)c1)Nc1ccccc1-c1ccccc1
    6.2 | -0.2% | i | 49 | 10% | -1.2% | 1.1 | -15% | -1% | 5.7%
- COc1ccccc1S(=O)(=O)Cc1ccc(C(=O)N2CCN(c3cccc(Cl)c3)CC2)o1
    nt | 0.0% | i | nt | 16% | 12% | 1 | 29% | -9% | -0.8%
- CCc1cccc(NC(=O)CCS(=O)(=O)c2cccc3nonc23)c1
    -0.8 | 0.0% | i | 70 | 12% | -0.6% | 1.1 | nt | 5% | -2.6%
- Cc1cc(C(=O)Nc2ccc(Br)cc2)c2ccccc2n1
    2.4 | -0.3% | nt | 63 | 6% | 3.0% | nt | -20% | -23%[20 µM] | nt
- CC(=O)Nc1cccc(NC(=O)c2ccc(C(=O)Nc3cccc(NC(C)=O)c3)nc2)c1
    4.1 | 0.0% | i | 76 | -13% | -1.7% | 1 | -19% | -9%[20 µM] | -0.8%
- Cc1ccc(C)c(NC(=O)CN(C)S(=O)(=O)c2ccccc2)c1
    -1.5 | 0.0% | i | 74 | 7% | -2.3% | 1 | -8% | 30% | 0.4%
- Cc1ccc(C2C3C(=O)N(c4ccccc4)C(=O)C3N3CCCN23)cc1 (configuration not stated)
    1.6 | 0.2% | i | 55 | 5% | 2.5% | nt | -1% | 0% | nt
- C/C(=N\O)c1cccc(Br)c1
    2.3 | 0.1% | i | 56 | -12% | 5.1% | nt | -13% | 0% | nt
- O=C(Nc1ccc(Oc2ccc3c(c2)C(=O)N(c2ccc(O)cc2)C3=O)cc1)c1cccs1
    2.2 | 0.2% | i | 57 | 27% | 9.3% | 1.1 | -20% | 26% | 0.5%
- Cc1cc(C)nc(NC2=NCCN2C(=S)Nc2c(C)cccc2C)n1
    0.0 | 0.2% | i | 47 | -6% | 2.8% | 1.2 | -12% | -26% | -2.2%
- COC(=O)c1ccc(CNC(=O)c2cc(COc3cncc(Cl)c3)on2)cc1
    0.7 | -0.1% | nt | 58 | 0% | 0.0% | nt | -12% | 4% | nt
- Cc1cccc(OCCNc2ccc([N+](=O)[O-])cn2)c1
    -1.8 | -0.3% | i | 65 | -15% | -3.0% | 1.1 | -18% | -8% | -0.7%
- Cc1ccc(CSc2nc3ccccc3c(=O)n2CCCC(=O)NCc2ccco2)cc1
    14 | 0.5% | i | 74 | -4% | 0.9% | 1.5 | -30% | -13% | -1.6%
- Cc1ccc(OCCCC(=O)Nc2nccs2)cc1
    -3.7 | 0.0% | i | 86 | 3% | -4.0% | 1 | -44% | 9% | -2.0%
- CC(C)(C)N(NC(=O)OCc1ccccc1)C(=O)c1ccccc1Cl
    1.7 | -0.3% | i | 69 | 2% | -0.3% | 1.1 | -14% | 8% | -1.5%
- COn1c(-c2ccc(Cl)cc2Cl)nc2ncccc21
    0.0 | -0.3% | i | 47 | -3% | 0.2% | 1.1 | -23% | -4% | -1.2%
- O=C(CN1CCN(c2ccc(F)cc2)CC1)Nc1ccccc1
    0.4 | 0.4% | nt | 27 | -23% | 2.1% | nt | 36% | -33%[20 µM] | nt
- Cc1nn(-c2ccccc2Cl)c(Cl)c1/C=N/Nc1nc2ccccc2s1
    -1.0 | -0.1% | i | 48 | 78%* | 12% | 1 | 88%* | 6% | -5.6%
- Cc1ccc(C)c(-n2c(SCC(=O)NCC3CCCO3)nnc2-c2ccoc2C)c1 (configuration not stated)
    1.5 | -0.1% | i | 56 | 7% | 1.2% | 1 | -4% | -3% | -1.3%
- Cc1ccc(C(C(=O)NCc2ccco2)N(Cc2ccco2)C(=O)CNC(=O)c2ccco2)cc1 (configuration not stated)
    1.3 | 0.0% | i | 71 | 15% | -0.1% | 1 | 29% | -4% | -0.9%
- O=C(O)COc1ccc(=O)n(-c2ccccc2)n1
    -0.7 | 0.1% | nt | 64 | 19% | -3.0% | 1.1 | 18% | -32% | 2.3%
- CCOC(=O)c1sc(=S)n(CC)c1NC(=O)c1ccccc1
    1.0 | 1.2% | i | 55 | 12% | 5.0% | nt | 1% | 6% | nt
- O=C(Nc1ccc(Cl)cn1)c1cccc2c(Br)cccc12
    6.9 | -0.1% | nt | 94 | -56% | 8.3% | nt | 0% | -51% | nt
- NC(=O)CN1N=C(c2cc(Cl)sc2Cl)CSC1=O
    -1.1 | -0.4% | i | 85 | 6% | 7.8% | 1 | -20% | -1% | -2.7%
- O=C(CNC(=O)c1ccccc1F)NCCOc1cccc(Cl)c1Cl
    0.3 | 1.0% | i | 44 | 0% | -2.6% | 0.9 | 10% | nt | -0.2%
- Cc1cc(NC(=O)COC(=O)CCCOc2ccc(Cl)cc2C)no1
    -1.2 | 0.2% | i | 54 | 7% | 3.5% | 1.1 | -7% | -5% | -0.6%

Two compounds from above, reduced to KOR beta-arrestin-1, ER stress rescue and NTR1 agonist:
Structure	KOR beta-arrestin-1	ER stress rescue	NTR1 agonist
COC(=O)c1ccc(CNC(=O)c2cc(COc3cncc(Cl)c3)on2)cc1	0.0%	nt	0.7
CC(C)(C)N(NC(=O)OCc1ccccc1)C(=O)c1ccccc1Cl	-0.3%	-1.5%	1.7

(continued)
Every second line gives: NTR1 agonist | GPR55 activation | Yfh1-depleted yeast | NTR1 agonist cell count 20 µM | HEK293 NOD2/NF-kB | KOR beta-arrestin-1 | TNAP activation fold | NOD1 NF-kB reporter | KOR beta-arrestin-2 | ER stress rescue
- COc1ccc(N2C(=O)C(CC(N)=O)N(NC(=O)CCc3ccccc3)C2=O)cc1 (configuration not stated)
    -0.7 | -0.9% | i | 58 | 4% | 5.5% | 1.1 | -14% | -19% | -1.6%
- COCCn1c(SCC(=O)c2ccc(F)cc2)nnc1C(C)C
    4.5 | -0.1% | i | 78 | 4% | 1.1% | 1.1 | -6% | -23% | -3.9%
- CC(C)OC(=O)CC(=O)CSc1nc2c(cc1C#N)CCCCC2
    2.2 | -0.2% | i | 80 | -45% | -0.9% | 1 | -26% | 13% | -3.3%
- CC(C)N(C(=O)c1ccc2nc(-c3ccccc3)c(-c3ccccc3)nc2c1)C(C)C
    4.9 | -0.4% | i | 55 | 32% | -0.4% | 1 | 24% | 9% | -2.7%
- O=C(N/N=C/c1ccc(O)c2ccccc12)c1cccnc1
    1.6 | -0.2% | nt | 46 | -8% | 1.2% | nt | 3% | -30% | nt
- Cc1cc(Cl)c(S(=O)(=O)NCC2CCCO2)cc1OCC(=O)NC1CCCCC1 (configuration not stated)
    1.3 | -0.1% | i | 76 | 16% | 7.1% | 1.1 | 6% | -14% | 0.5%
- Cc1ccc(C(=O)NC(C)C2CCCO2)o1 (configuration not stated)
    2.4 | 0.7% | nt | 69 | 6% | -2.0% | nt | -12% | 8% | nt
- O=C(CC1SCCNC1=O)Nc1ccc(Cl)cc1 (configuration not stated)
    -2.0 | 0.1% | i | 46 | 3% | nt | 1.1 | -25% | -1%[20 µM] | 0.6%
- O=C(COC(=O)c1nc(-c2ccccc2)n(-c2cccc(C(F)(F)F)c2)n1)NCc1cccs1
    5.0 | 0.3% | i | 40 | 2% | -1.5% | 1.1 | -4% | 24% | -1.4%

Some values from above:
NTR1 agonist, Cc1cc(Cl)c(S(=O)(=O)NCC2CCCO2)cc1OCC(=O)NC1CCCCC1 (configuration not stated) = 1.3
ER stress rescue, O=C(COC(=O)c1nc(-c2ccccc2)n(-c2cccc(C(F)(F)F)c2)n1)NCc1cccs1 = -1.4%
ER stress rescue, CC(C)OC(=O)CC(=O)CSc1nc2c(cc1C#N)CCCCC2 = -3.3%

Three structures from above, arranged by number of heavy atoms, smallest number first:
Every second line gives: NTR1 agonist | GPR55 activation | Yfh1-depleted yeast | NTR1 agonist cell count 20 µM | HEK293 NOD2/NF-kB | KOR beta-arrestin-1 | TNAP activation fold | NOD1 NF-kB reporter | KOR beta-arrestin-2 | ER stress rescue
- COCCn1c(SCC(=O)c2ccc(F)cc2)nnc1C(C)C
    4.5 | -0.1% | i | 78 | 4% | 1.1% | 1.1 | -6% | -23% | -3.9%
- CC(C)OC(=O)CC(=O)CSc1nc2c(cc1C#N)CCCCC2
    2.2 | -0.2% | i | 80 | -45% | -0.9% | 1 | -26% | 13% | -3.3%
- COc1ccc(N2C(=O)C(CC(N)=O)N(NC(=O)CCc3ccccc3)C2=O)cc1 (configuration not stated)
    -0.7 | -0.9% | i | 58 | 4% | 5.5% | 1.1 | -14% | -19% | -1.6%

An excerpt; count on the stated rates, not on these rows.
